# Screens (PubChem)
# HTT aggregate: reduces HttQ103-GFP aggregates in PC12 cells | Potency, µM (doses to about 46.1 µM), inactives show at the highest dose activity change, negative = inhibition, hits mostly inhibitors | PC12 HttQ103-GFP aggregates, Acumen cytometry, 40 h | 220,000 tested, 1.1% active; note: potency is the fitted concentration of half-maximal effect; % is set by controls: 0 for no effect and ±100 for the full control effect; nearly all actives have a fitted effect of over 60% in size
#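 PC12 cells stably carrying ecdysone-inducible HTT exon 1 Q103–GFP were induced with tebufenozide (100 nM final) and treated with library compounds in titration. GFP aggregates in lysates were counted by laser scanning cytometry.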
# IMPase Li cell: IMPase inhibition in cells with lithium potentiation. AID 1457. 210,000 tested, 0.35% active. Potency, µM (titrated, usually from 59.4 µM), for the others: at the top dose activity, negative = IMPase inhibition, usual class: inhibitors. CHO-M1 cells, IP1 TR-FRET (IP-One), carbachol + lithium;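 note: IP1 builds up when IMPase is blocked and the TR-FRET signal falls; potency is the fitted concentration of half-maximal effect; plate controls were basal vehicle for no effect and high inhibitor control for full effect; nearly all actives have a fitted effect of over 50% in size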
#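 Lithium-sensitised IP1 accumulation assay; M1-expressing CHO cells treated 30 min at 37C with compound. Competitive antibody detection by time-resolved FRET followed a 10 min room-temperature lysis step.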
# SMN2 splice up: enhancers of SMN2 splice variant expression; AID 1458; HEK293 SMN2-luciferase splicing reporter, luminescence, 30-36 h; Potency, µM (top dose mostly 46.1 µM), for inactives: top-dose activity change, positive = activation, hits mostly activators; 210,000 tested, 2.8% active; note: potency is the fitted concentration of half-maximal effect; % of control where 0% means no effect; nearly all actives have a fitted effect of over 55% in size
#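 HEK293 cells carry an SMN2 minigene-luciferase reporter in which exon 7 inclusion puts luciferase in frame. Cells were seeded at 2000 cells/well, attached for 10-12 hours, then exposed to compounds for 30-36 hours at 37C before ONE-Glo luminescence.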
# KinaseGlo FLuc: counter-screen: inhibitors of Kinase-Glo firefly luciferase; AID 1379; Kinase-Glo luciferase, ATP luminescence, 8 min; Q27757; 200,000 tested, 0.28% active; Potency, µM (series often up to 38.3 µM), inactives show at the top dose activity change, negative = inhibition, hits mostly inhibitors; note: potency is the fitted concentration of half-maximal effect; % is set by controls: 0 for no effect and ±100 for the full control effect; nearly all actives have a fitted effect of over 60% in size
#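 Compound is pinned into ATP-containing buffer (10 uM ATP, imidazole pH 7.2, 7 mM MgCl2). Kinase-Glo luciferase reagent is then added. Light output is recorded following an 8-min room-temperature incubation.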
# CBFb-RUNX1 inh: blocks binding between human CBF-beta and RUNX1. Q01196+Q13951. AlphaScreen CBFb-His/RUNX1-biotin binding, biochemical. Potency, µM (top dose mostly 59.8 µM), for the others: at the top dose activity, negative = inhibition, most hits filed as inhibitors. 230,000 tested, under 10 active; note: % of control where 0% means no effect
# Target sequence (Q01196 whole entry, looked up): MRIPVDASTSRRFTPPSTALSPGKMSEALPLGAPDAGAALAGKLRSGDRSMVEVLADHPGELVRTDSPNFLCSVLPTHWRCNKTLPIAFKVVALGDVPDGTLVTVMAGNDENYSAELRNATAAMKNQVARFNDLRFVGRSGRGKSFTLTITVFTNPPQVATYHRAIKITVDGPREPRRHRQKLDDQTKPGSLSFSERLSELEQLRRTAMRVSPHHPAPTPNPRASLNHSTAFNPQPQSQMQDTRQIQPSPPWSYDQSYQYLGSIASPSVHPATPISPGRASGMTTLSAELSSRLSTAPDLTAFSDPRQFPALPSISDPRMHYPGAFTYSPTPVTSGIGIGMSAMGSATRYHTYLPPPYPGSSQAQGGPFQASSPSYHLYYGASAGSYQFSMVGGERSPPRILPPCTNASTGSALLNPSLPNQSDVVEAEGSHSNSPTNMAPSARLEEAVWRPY
# Target sequence (Q13951 whole entry, looked up): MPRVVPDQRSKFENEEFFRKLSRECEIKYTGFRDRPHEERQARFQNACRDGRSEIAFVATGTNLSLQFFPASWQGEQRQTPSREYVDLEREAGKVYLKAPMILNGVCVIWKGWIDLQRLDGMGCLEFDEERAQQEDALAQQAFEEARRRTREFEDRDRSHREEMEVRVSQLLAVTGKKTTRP
#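 Room-temperature protein-protein interaction test with 30 nM each of His-tagged CBF-beta and biotinylated RUNX1, 15 min with compound, then 90 min with nickel plus streptavidin beads. Signal read in AlphaScreen mode.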
# LMNA splice mod: LMNA splicing modulation; 200,000 tested, 0.01% active; AID 1487; Potency, µM (doses to about 46.1 µM), for the others: at the highest dose ratio change, negative = inhibition, usual class: inhibitors; HeLa LMNA splicing GFP/RFP minigene ratio, 48 h; active = well fitted inhibition curve with a large enough effect in the signal ratio, with a control signal flat, not every such curve was filed as active; inconclusive = small, poorly fitted or top-dose-only effect, or effect the other way, or a change in a side signal; the % refers to the signal ratio; note: potency is the fitted concentration of half-maximal effect; % is set by controls: 0 for no effect and ±100 for the full control effect
#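 Read-out is the ratio of GFP to DsRed2 object intensity, acquired by 488 nm laser-scanning cytometry on HeLa lamin A-EGFP minigene reporter cells. Compound incubation 48 hrs at 37 °C in Opti-MEM with 2% FBS; DMSO 0.5% final.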
# HTT ATP protect: cytoprotection in Huntington HTT-Q103 PC12 cell model; 230,000 tested, 0.14% active; Potency, µM (doses to about 56.4 µM), inactives show cytoprotection (ATP increase), actives largely listed as activators; PC12 HTT-Q103 induced, cytoprotection, ATP luminescence, 40 h;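 note: potency is the fitted concentration of half-maximal effect; % of control where 0% means no effect; nearly all actives have a fitted effect of over 45% in size; toxic huntingtin expression switched on by the ecdysone agonist tebufenozide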
#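 Stable PC12 Q103-GFP cells in serum-supplemented, phenol red-free DMEM; induction by tebufenozide at 100 nM final; compound dose series; cell viability quantified luminescently from ATP.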
# * = called active by the depositor; ? = inconclusive; . = no result given; & = joins results of further samples; [ ] = another dose, or the depositor's remark. Unless noted, calls come from the whole dose curve; as a rule, active = well fitted curve in the direction sought with a large enough effect; inconclusive = small, poorly fitted or top-dose-only effect, or another doubt; inactive = no such curve, though single readings can be large; an effect the other way counts as inactive or inconclusive.
SMILES,HTT aggregate,IMPase Li cell,SMN2 splice up,KinaseGlo FLuc,CBFb-RUNX1 inh,LMNA splice mod,HTT ATP protect
CCCCCCCCCCCCC/C=C/[C@@H](O)[C@H](CO)NCCCCCCCC,.,-4%&2%,-2%&4%,0%,19%&4%,.,4%&23%
O=[N+]([O-])c1cccc(-c2nc(-c3ccncc3)no2)c1,18%,7%[38.3 µM],17%,-11%,4%,5%,-7%
Cc1onc(-c2ccccc2Cl)c1C(=O)N1C=CC(C(F)(F)F)=NCC1,0%,1%,-8%,5%,3%,-1%,-6%[10 µM]
CC(C)C(c1nnnn1Cc1ccc(F)cc1)N1CCSCC1 (centres undefined),-8%,4%,7%,1%,1%,10%,21%[10 µM]
CC1CN(C(=O)c2cccc(S(=O)(=O)Nc3cc(Cl)ccc3Cl)c2)CC(C)O1 (centres undefined),6%,1%,6%,2%,2%,.,-26%
COc1ccccc1NC(=O)CN1CCCCC1,-7%,17%[38.3 µM],13%,2%,5%,5%,5%
CCCCCOc1ccc(/C=C/C(=O)NCCc2nc3ccccc3[nH]2)cc1OC,-13%,-3%,-11%[1.84 µM],-5%,-4%,-16%,-17%[10 µM]
COc1cc(S(=O)(=O)Nc2ccccc2C)ccc1NC(=O)c1ccncc1,-4%,7%,?,-1%,-4%,-5%[46 µM],-18%
CCOc1ccc(/C=C/C2=CC(C)(C)NC(=S)N2)cc1,20%,7%,-10%,-2%,-16%,.,.
CCOC(=O)c1c(-c2ccccc2)csc1NC(=O)/C(C#N)=C/c1ccc(O)c(OC)c1,1%,-4%,-30%,1%,2%,?,5%[10 µM]
COc1ccc(CN2CCN(CC=C(C)C)C(CCO)C2)cc1Cn1cccn1 (centres undefined),-4%[9.22 µM],18%,.,-4%,8%,?,-1%[10 µM]
Cc1ccc2cccc(OC(=O)c3ccc4c(c3)OCCO4)c2n1,13%,0%[38.3 µM],10%,-3%,7%,2%,10%
CCC(CC)C(=O)Nc1cccc(C(=O)N2CCCCCC2)c1,-10%,0%[38.3 µM],9%,0%,6%,-5%,-24%
Nc1nc(Cl)cc(NCCc2ccc(O)cc2)n1,-6%,6%,-44%[inhibitor],2%,19%,1%[46 µM],-12%
c1ccc(-c2ccc(-c3nc(-c4ccncc4)no3)cc2)cc1,-15%,-6%[38.3 µM],?,-17%,2%,-3%,-38%
COc1ccc(CNC(=S)N/N=C(/C)c2ccccc2)cc1,2%[9.22 µM],.,.,.,-21%,.,5%[10 µM]
Cc1c(NC(=O)c2ccc(F)cc2)c(=O)n(-c2ccccc2)n1C,0%,0%[38.3 µM],-7%,-1%,4%,5%,-15%
COc1ccc(CC(N)C(=O)N[C@H]2[C@@H](O)[C@H](n3cnc4c(N(C)C)ncnc43)O[C@@H]2CO)cc1 (some centres undefined),.,-5%,.,1%[39.9 µM],-7%,.,-257%[inhibitor]
COc1ccccc1N1CCN(/N=C/C=C\c2ccco2)CC1,17%,7%[38.3 µM],13µM*,-2%,-21%,7%,-34%
O=C(O)c1ccc(Sc2nnnn2-c2ccccc2)c([N+](=O)[O-])c1,13%,0%[38.3 µM],1%,4%,8%,1%,0%

# Five structures out of the list, ordered by SMILES length, lowest first.
SMILES,HTT aggregate,IMPase Li cell,SMN2 splice up,KinaseGlo FLuc,CBFb-RUNX1 inh,LMNA splice mod,HTT ATP protect
Nc1nc(Cl)cc(NCCc2ccc(O)cc2)n1,-6%,6%,-44%[inhibitor],2%,19%,1%[46 µM],-12%
COc1ccccc1N1CCN(/N=C/C=C\c2ccco2)CC1,17%,7%[38.3 µM],13µM*,-2%,-21%,7%,-34%
Cc1ccc2cccc(OC(=O)c3ccc4c(c3)OCCO4)c2n1,13%,0%[38.3 µM],10%,-3%,7%,2%,10%
Cc1c(NC(=O)c2ccc(F)cc2)c(=O)n(-c2ccccc2)n1C,0%,0%[38.3 µM],-7%,-1%,4%,5%,-15%
COc1ccc(CC(N)C(=O)N[C@H]2[C@@H](O)[C@H](n3cnc4c(N(C)C)ncnc43)O[C@@H]2CO)cc1 (some centres undefined),.,-5%,.,1%[39.9 µM],-7%,.,-257%[inhibitor]

# The list continues.
SMILES,HTT aggregate,IMPase Li cell,SMN2 splice up,KinaseGlo FLuc,CBFb-RUNX1 inh,LMNA splice mod,HTT ATP protect
O=C(NCCC1=CCCCC1)C1CCN(c2nnc(-n3cccc3)s2)CC1,1%,21%[38.3 µM],-11%,-2%,3%,-1%,2%[10 µM]
COc1cccc(NC(=O)Nc2ccncc2)c1,-25%,12%,.,-6%,18%,.,-29%
O=S(=O)(/C=C/c1ccccc1)N1CCN(c2nc(-c3cccnc3)nc3ccccc23)CC1,-7%,25%,2%,0%,-15%,.,-53%
CN(/N=C/c1ccc2c(c1)OCO2)c1nc(N2CCOCC2)nc(N2CCOCC2)n1,-16%,5%,.,.,1%,.,-7%
CCOc1ccc2ccccc2c1C(=O)N1CCN(c2ccccc2)CC1,-18%,22%[38.3 µM],-4%,-1%,-8%,?,-24%[10 µM]
O=C(NCC1(c2ccccc2)CCCC1)c1ccc(Br)cc1,0%,17%,-36%[inhibitor],5%,-5%,?,-71%[inhibitor][10 µM]
Cc1cc(C)cc(OCC(=O)OCC(=O)Nc2c(C)n(C)n(-c3ccccc3)c2=O)c1,2%,0%,3%,1%,2%,.,-17%
Cc1ccc(CN2CCCNC2=O)cc1,6%[9.22 µM],-1%[38.3 µM],-32%[inhibitor],6%,0%,2%,14%
O=[N+]([O-])c1ccc(-c2nc(=S)c3c(o2)CCCC3)cc1,-12%,-2%,13%,-2%,8%,2%,19%[10 µM]
CCOc1ccc(S(=O)(=O)N(C)c2ccc(OCC(=O)N3CCOCC3)cc2)cc1,7%[9.22 µM],-15%[38.3 µM],0%,4%,-1%,-3%,7%
CCOC(=O)NC(NC(=S)Nc1ccccc1OC)C(Cl)(Cl)Cl (centres undefined),24%,12%,-9%,-1%,6%,-16%,6%[10 µM]
CCC(=O)Nc1cccc(NC(=S)NC(=O)c2cccs2)c1,-1%,-4%,28µM*,0%,-7%,?,.
CS(=O)(=O)c1ccc(Cl)c(NC(=O)COC(=O)/C=C/c2cnc3ccccc3n2)c1,2%[9.22 µM],.,.,.,2%,.,22%[10 µM]
O=c1cc(-c2ccccc2Cl)oc2ccc([N+](=O)[O-])c(O)c12,?,4%&4%,-27%,4%[39.9 µM],-7%[89.1 µM],?,?
O=C(O)c1cccnc1SC1CC(=O)N(c2ccc(OC(F)F)cc2)C1=O (centres undefined),7%[9.22 µM],.,.,.,10%,.,1%[10 µM]
COc1cccc(-c2cc(N)nn2C(=O)Nc2ccc(Cl)cc2)c1,-25%,25%[38.3 µM],3%,4%,-5%,-10%,-11%
N#C/C(=C\c1ccc(C(=O)O)cc1)c1nc2sc3c(c2c(=O)[nH]1)CCCC3,-9%[9.22 µM],.,.,.,-1%,?,-7%[10 µM]
COc1ccccc1C(=O)C1CCCN(C(=O)CCc2ccccn2)C1 (centres undefined),-33%,11%,.,8%,-2%,.,5%
Oc1ccc(-c2[nH]ncc2-c2nc3ccccc3s2)c(O)c1,4%,-8%,?,1%,4%,?,0%
N#CC1=C(SCC(=O)Nc2ccc(C(=O)O)cc2)NC(=O)CC1c1ccco1 (centres undefined),16%[9.22 µM],.,.,.,4%,30%[46 µM],0%[10 µM]
O=C(Nc1cccc(C(F)(F)F)c1)OCCN1CCN(Cc2ccccc2)CCC1=O,-24%,9%&0%,-36%[inhibitor],-2%[39.9 µM],13%&19%,?,-86%[inhibitor]
CC(C)C(=O)N1CCN(c2nc(-c3ccccc3)c3c(c2C#N)CC(C)(C)OC3)CC1,?,0%[38.3 µM],2%,0%,20%,-4%,-22%
CC(=O)/C(C#N)=C1\NC(=O)C(Cc2ccccc2Cl)S1 (centres undefined),2%,?,-8%,-4%,5%,4%,-22%
CCN(CC)C(=O)c1ccc(C(=O)c2c(C)cc(C)cc2C)cc1,-5%,56%[activator][38.3 µM],-38%[inhibitor],15%,5%,?,14%
Cn1cc(-c2nnc(-c3ccccc3)o2)c2ccccc21,6%,-18%[38.3 µM],2.5µM*,-9%,3%,8%,-28%
N#Cc1ccccc1Sc1ccccc1C(=O)Nc1ccccc1,1%,6%[38.3 µM],0%,-5%,7%,?,-2%
COc1ccc(C(=O)NCCC2=CCCCC2)cc1OC,-6%,-11%[38.3 µM],15%,0%,4%,-1%,-71%[inhibitor]
O=C(NNc1ccc(-c2csnn2)cc1)c1ccccc1C(F)(F)F,-6%[9.22 µM],.,.,.,4%,.,-4%[10 µM]
COC(=O)C1=C(C)N(c2ccc(C)c(C)c2)/C(=C/c2ccc(O)cc2)C1=O,?,2%,.,.,2%,.,13%
Cc1ccc(C(=O)C2=C(O)C(=O)N(Cc3ccccc3)C2c2cccnc2)o1 (centres undefined),14%,10µM*,-6%,-1%,10%,?,9%[10 µM]
CC(C(=O)Nc1cccnc1)N1C(=O)c2ccccc2C1=O (centres undefined),-6%,4%[38.3 µM],-12%,0%,5%,0%,-19%
CN(Cc1nc(Cc2ccccc2F)no1)[C@@H]1CS(=O)(=O)C[C@H]1O,13%[9.22 µM],0%,.,2%,2%,0%[46 µM],9%[10 µM]
COc1ccc(C(=O)Nc2ccc3c(c2)nc(CN2CCN(C(C)=O)CC2)n3C)cc1,16%,-3%[38.3 µM],-10%,-2%,-6%,9%,-13%
CCC(CC)C(=O)OCC(=O)Nc1ccc(S(=O)(=O)N2CCOCC2)cc1OC,22%,10%[38.3 µM],8%,-1%,0%,10%,-11%[10 µM]
COC(=O)CC1C(=O)NCCN1C(=O)NC1CCCCC1 (centres undefined),6%,7%[38.3 µM],-3%,-1%,0%,5%,-18%[0.074 µM]
CCc1nc2c(c(=O)c3ccccc3n2C)c(=O)n1CCc1ccc(OC)cc1,-2%,.,.,.,-3%,?,-32%[10 µM]
COC(=O)c1c(C)[nH]c(C(=O)/C=C/c2ccc(C)cc2)c1C,12%[9.22 µM],.,.,.,0%,.,-10%[10 µM]
Cc1ccc(-c2ccc(C(=O)NCc3ccccc3)o2)c2ccccc12,11%,16%,-13%,-2%,-1%[2.36 µM],?,.
CCOC(=O)N1CCN(C(=O)CCn2nc(-c3ccc(Cl)cc3)ccc2=O)CC1,29%,3%[38.3 µM],-1%,-4%,1%,7%[0.0737 µM],2%
O=C(Oc1ccc2c(=O)c(Cl)coc2c1)c1ccncc1,18%,-21%[38.3 µM],1%,-7%,-3%,-8%,-33%[10 µM]
